# Screening data deposited in PubChem BioAssay by National Center for Advancing Translational Sciences (NCATS).
# Pol eta inh = qHTS for Inhibitors of Polymerase Eta; recombinant Pol eta, fluorescent DNA replication assay; Potency, µM (series often up to 114 µM), inactives show at the top dose activity change, negative = inhibition, actives largely listed as inhibitors; actives 1.2% (n = 390,000); AID 588591, 2011; note: % is set by controls: 0 for no effect and ±100 for the full control effect
#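 Fluorescent replication assay: 50 nM final substrate added after a 15 min room-temperature compound preincubation with 10 nM enzyme. Signal taken at 0 min and again at 10 min.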
# Pol beta inh = qHTS Assay for Inhibitors of DNA Polymerase Beta; P06746; Pol beta primer extension/strand displacement, fluorescence kinetic; Potency, µM (top dose mostly 114 µM), without a hit: at the top dose activity change, negative = inhibition, usual class: inhibitors; actives 1.3% (n = 340,000); note: % is set by controls: 0 for no effect and ±100 for the full control effect
#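 Kinetic readout of DNA synthesis with strand displacement by Pol beta. Compound and 10 nM enzyme sit 15 min at room temperature; 50 nM substrate starts the reaction, read immediately and at 10 min.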
# APE1 inh = qHTS Assay for Inhibitors of the Human Apurinic/apyrimidinic Endonuclease 1 (APE1). DNA repair nuclease/redox regulator APEX1 (Homo sapiens), P27695. recombinant APE1, TAMRA/BHQ-2 abasic DNA cleavage fluorescence. Potency, µM (doses to about 65.8 µM), inactives show top-dose activity change, negative = inhibition, hits mostly inhibitors. actives 0.35% (n = 350,000);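 note: plate controls were vehicle for no effect and reference inhibitor for full effect; nearly all actives have a fitted effect of over 55% in size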
#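 Enzyme (0.75 nM final) and test compound are incubated 15 min at room temperature before adding 50 nM quenched THF abasic-site duplex. Cleavage dequenches TAMRA, followed at 525/598 nm over three reads one minute apart.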
# BAZ2B block = qHTS Assay for Inhibitors of BAZ2B; Bromodomain adjacent to zinc finger domain protein 2B (Homo sapiens), Q9UIF8; actives 4.4% (n = 360,000); AlphaScreen BAZ2B-H3K14Ac peptide displacement; AID 504333, 2011; Potency, µM (series often up to 114 µM), for inactives: top-dose activity change, negative = inhibition, usual class: inhibitors; note: % is set by controls: 0 for no effect and ±100 for the full control effect; nearly all actives have a fitted effect of over 60% in size
#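 Protein-peptide AlphaScreen: BAZ2B 50 nM, b-H3K14Ac 50 nM, 1x PBS pH 7.4 + 0.01% Tween-20. Preincubation 30 min RT; cpd 30 min RT (top 110 uM); beads 20 min RT, light-protected.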
# G9a inh = qHTS Assay for Inhibitors of Histone Lysine Methyltransferase G9a. Histone-lysine N-methyltransferase EHMT2 (Homo sapiens), Q96KQ7. G9a H3K9 monomethylation, AlphaScreen, 2 h. Potency, µM (doses to about 102 µM), for inactives: top-dose activity, negative = inhibition, most hits filed as inhibitors. actives 8.8% (n = 350,000). AID 504332, 2011; note: % is set by controls: 0 for no effect and ±100 for the full control effect; nearly all actives have a fitted effect of over 75% in size
#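 AlphaScreen read-out: biotin-H3K9 peptide (500 nM) methylation by 20 nM enzyme with 20 uM SAM, 2 h at room temperature after 15 min compound preincubation; anti-monomethyl H3K9 antibody plus donor/acceptor beads, 10 min dark.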
# BLM inh = qHTS Assay for Inhibitors of Bloom's syndrome helicase (BLM). RecQ-like DNA helicase BLM (Homo sapiens), P54132. recombinant BLM DNA unwinding, fluorescence dequenching. Potency, µM (highest dose often 56.1 µM), without a hit: at the top dose activity change, negative = inhibition, actives largely listed as inhibitors. actives 0.2% (n = 350,000);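 note: plate controls were vehicle for no effect and no enzyme for full effect; nearly all actives have a fitted effect of over 35% in size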
# JMJD2A Tudor inh = qHTS Assay for Inhibitors of JMJD2A-Tudor Domain | Potency, µM (top dose mostly 114 µM), for inactives: at the top dose activity change, negative = inhibition, usual class: inhibitors | actives 4.4% (n = 390,000) | AlphaScreen JMJD2A-Tudor / H3K4me3 peptide binding | AID 504339, 2011; note: % is set by controls: 0 for no effect and ±100 for the full control effect; nearly all actives have a fitted effect of over 50% in size
# Target sequence (O75164 whole entry, looked up, the tested form may be a part): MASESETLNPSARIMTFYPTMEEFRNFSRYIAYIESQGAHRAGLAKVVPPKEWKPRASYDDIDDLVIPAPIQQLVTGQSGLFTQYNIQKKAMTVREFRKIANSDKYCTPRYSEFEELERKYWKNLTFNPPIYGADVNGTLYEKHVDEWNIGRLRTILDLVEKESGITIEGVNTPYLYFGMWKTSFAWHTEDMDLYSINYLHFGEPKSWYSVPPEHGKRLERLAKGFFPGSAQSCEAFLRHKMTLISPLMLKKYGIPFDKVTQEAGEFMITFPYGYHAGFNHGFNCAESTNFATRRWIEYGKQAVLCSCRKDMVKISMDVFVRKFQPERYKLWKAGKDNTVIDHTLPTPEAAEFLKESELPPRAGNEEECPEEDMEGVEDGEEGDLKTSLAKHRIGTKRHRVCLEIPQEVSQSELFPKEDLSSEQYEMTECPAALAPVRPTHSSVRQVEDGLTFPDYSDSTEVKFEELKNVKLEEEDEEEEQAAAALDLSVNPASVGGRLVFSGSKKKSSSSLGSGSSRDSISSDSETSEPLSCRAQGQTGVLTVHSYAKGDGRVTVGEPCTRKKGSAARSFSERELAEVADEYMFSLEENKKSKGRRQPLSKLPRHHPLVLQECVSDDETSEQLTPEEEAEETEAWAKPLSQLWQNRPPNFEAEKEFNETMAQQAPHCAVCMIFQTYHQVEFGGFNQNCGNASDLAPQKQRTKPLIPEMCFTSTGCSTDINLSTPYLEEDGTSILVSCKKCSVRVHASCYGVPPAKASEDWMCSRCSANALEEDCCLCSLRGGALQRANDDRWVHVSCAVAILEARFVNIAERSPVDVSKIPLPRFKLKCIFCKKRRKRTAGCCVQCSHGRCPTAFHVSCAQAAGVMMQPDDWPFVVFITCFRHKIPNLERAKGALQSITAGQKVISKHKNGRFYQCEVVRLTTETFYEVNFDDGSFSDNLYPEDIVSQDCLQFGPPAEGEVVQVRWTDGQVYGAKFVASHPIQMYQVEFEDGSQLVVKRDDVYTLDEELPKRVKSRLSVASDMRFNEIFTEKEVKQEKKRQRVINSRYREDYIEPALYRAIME
# Pol kappa inh = qHTS for Inhibitors of Polymerase Kappa; purified Pol kappa, fluorescent DNA synthesis assay, 10 min; actives 0.53% (n = 400,000); Potency, µM (series often up to 107 µM), inactives show top-dose activity, negative = inhibition, usual class: inhibitors; DNA polymerase kappa (Homo sapiens), Q9UBT6; note: % is set by controls: 0 for no effect and ±100 for the full control effect
#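 Readout: fluorescence, taken kinetically at 0 and 10 min. Conditions: 10 nM Pol kappa, 15 min RT compound preincubation, 50 nM substrate final. Controls: enzyme-free buffer wells.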
# Pol iota inh = qHTS for Inhibitors of Polymerase Iota; Pol iota fluorescent replication assay, 10 min; actives 1% (n = 390,000); Potency, µM (doses to about 115 µM), without a hit: at the highest dose activity, negative = inhibition, actives largely listed as inhibitors
#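 Pol iota at 10 nM preincubated 15 min with compounds at room temperature; reaction started with fluorescent substrate, 50 nM final. Fluorescence read kinetically at 0 and 10 min; buffer-only wells as negative control.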
# The depositor's hits bear a star; ? = inconclusive; . = not tested or not shown; [ ] = remark or other dose. Calls come from the whole dose curve; as a rule, active = well fitted curve in the direction sought with a large enough effect; inconclusive = small, poorly fitted or top-dose-only effect, or another doubt; inactive = no such curve, though single readings can be large; an effect the other way counts as inactive or inconclusive. Potency is the fitted concentration of half-maximal effect. An excerpt, so the mix of outcomes need not match the whole.
SMILES,Pol eta inh,Pol beta inh,APE1 inh,BAZ2B block,G9a inh,BLM inh,JMJD2A Tudor inh,Pol kappa inh,Pol iota inh
COc1cc([N+](=O)[O-])ccc1NC(=O)CSc1nnc(C)c(C)n1,-24%,5%,2%,-22%,4%,1%,1%,3%,7%
OCc1cccc(Nc2ncnc3sc4c(c23)CCCCC4)c1,-5%,1%,23%,-21%,-14%,-2%,-14%,-16%,0%
CCN(C(=O)COC(=O)CN(C)S(=O)(=O)c1ccc(NC(C)=O)cc1)C1CCS(=O)(=O)C1 (configuration not stated),-7%,4%,4%,-1%,.,-2%,-17%,-17%,21%
COc1cc(CNn2nnnc2N)cc(Br)c1OCC(=O)NC(C)(C)C,-14%,-2%,-2%,5%,21%,0%,-16%,?,-1%
Cc1ccc(Cn2c(C(=O)O)cc3sccc32)cc1,0%,4%,0%,?,-8%,3%,-11%,2%,8%
Cc1cc(C)cc(NC(=O)c2cc(=O)c3ccccc3o2)c1,-16%,3%,0%,.,-37%,-2%,-19%,-7%,46%[activator]
COCC(=O)n1nc(NCc2ccc(OC)cc2)nc1NCc1ccc(OC)cc1,-13%,-2%,-3%,-29%,?,-3%,-13%[11.4 µM],-7%,3%
O=C(Nc1cc(C(F)(F)F)ccc1N1CCOCC1)c1cn2ccccc2n1,-12%,2%,6%,3%,?,0%,4%,4%,-2%
Cn1c(=O)oc2cc(S(=O)(=O)N3CCCC(C(=O)N4CCn5c4nc4ccccc45)C3)ccc21 (configuration not stated),.,-1%,0%,7%,-20%,1%,.,.,.
O=C(COC(=O)c1nn(CCO)c(=O)c2ccccc12)Nc1ccc(Cl)c(Cl)c1,-8%,.,5%,.,.,.,-33%,-15%,-14%
CC(=O)Nc1sc(N/N=C/c2ccccc2F)nc1-c1ccc(C)cc1,-15%,12%,-3%,-39%,14µM*,-3%,?,-18%,2%
Fc1cccc(Cl)c1Cc1noc(/C=C/c2ccccc2)n1,-9%,1%,-5%,247%[activator],360%[activator],-5%,191%[activator],-7%,24%
CCN(CC)S(=O)(=O)c1cc(-c2nnc(-c3ccc(Br)cc3)o2)ccc1Br,-2%,?,-1%,0%,?,-5%,-17%,-11%,2%
O=C(Nc1ccc(F)c(Cl)c1)Nc1ccc(Cl)cn1,-8%,40%,16%,-7%,.,2%,?,-5%,1%
COc1ccc(C(CNC(=O)c2cccc(S(=O)(=O)Nc3ccc(F)cc3)c2)N2CCCC2)cc1 (configuration not stated),3%,.,.,.,.,.,-23%,-6%,25%
COC(=O)c1sc2ncn(-n3c(C)ccc3C)c(=O)c2c1C,-15%,-16%,1%,-7%,15%,-1%,-9%,3%,17%
CCCOP(=O)(OCCC)C(Nc1cccc(C(F)(F)F)c1)c1ccc(C)cc1 (configuration not stated),-11%,13%,-9%,-1%,25%,-7%,9%,-6%,-6%
O=C(NC(=S)N1CCCCCC1)c1ccc(Cl)cc1Cl,-3%,-1%,4%,-17%,18%,-3%,-10%,-1%,28%
O=C(CSc1ncccn1)N1CCN(S(=O)(=O)c2ccccc2)CC1,-8%,-4%,2%,4%,?,-1%,-8%,10%,9%
CCN(CC)S(=O)(=O)c1ccc(-c2nnc(SCC(N)=O)n2CC)cc1,-14%,18%,1%,-1%,.,-2%,-13%,-10%,36%[activator]

# Six compounds picked at random from the list so far, as already listed:
SMILES,Pol eta inh,Pol beta inh,APE1 inh,BAZ2B block,G9a inh,BLM inh,JMJD2A Tudor inh,Pol kappa inh,Pol iota inh
O=C(NC(=S)N1CCCCCC1)c1ccc(Cl)cc1Cl,-3%,-1%,4%,-17%,18%,-3%,-10%,-1%,28%
COc1ccc(C(CNC(=O)c2cccc(S(=O)(=O)Nc3ccc(F)cc3)c2)N2CCCC2)cc1 (configuration not stated),3%,.,.,.,.,.,-23%,-6%,25%
CCN(CC)S(=O)(=O)c1ccc(-c2nnc(SCC(N)=O)n2CC)cc1,-14%,18%,1%,-1%,.,-2%,-13%,-10%,36%[activator]
Cn1c(=O)oc2cc(S(=O)(=O)N3CCCC(C(=O)N4CCn5c4nc4ccccc45)C3)ccc21 (configuration not stated),.,-1%,0%,7%,-20%,1%,.,.,.
Fc1cccc(Cl)c1Cc1noc(/C=C/c2ccccc2)n1,-9%,1%,-5%,247%[activator],360%[activator],-5%,191%[activator],-7%,24%
CCCOP(=O)(OCCC)C(Nc1cccc(C(F)(F)F)c1)c1ccc(C)cc1 (configuration not stated),-11%,13%,-9%,-1%,25%,-7%,9%,-6%,-6%

# (further entries)
SMILES,Pol eta inh,Pol beta inh,APE1 inh,BAZ2B block,G9a inh,BLM inh,JMJD2A Tudor inh,Pol kappa inh,Pol iota inh
COc1ccc(CNC(=O)CSc2ncc3c(n2)-c2cc(Cl)ccc2N(C)S3(=O)=O)cc1,2%,11%,.,2%,1%[59 µM],0%,-5%,5%,12%
Cc1cc(C)c2cc(C(O)c3nnnn3Cc3ccccc3)c(=O)[nH]c2c1 (configuration not stated),4%,36%,8%,-2%,?,-6%,-7%,-6%,74%[activator]
COc1ccccc1C(=O)NCc1ccc2c(c1)CCN2C(=O)c1cccc(C)c1,-1%,0%,.,-4%,-28%[59 µM],-2%,?,5%[60.1 µM],10%
Cc1ccc(-c2nnn(CC(=O)N(c3ccc(F)cc3)C(C(=O)NC(C)(C)C)c3ccco3)n2)o1 (configuration not stated),-12%,16%,-8%,1%,5%[59 µM],-6%,1%[11.4 µM],-3%,-5%
O=C(Nc1ccn(CCCNCc2ccccc2)c(=O)n1)OCc1ccccc1,-15%,.,.,.,.,.,-16%,-13%,-8%
O=C(Nc1ccc(S(=O)(=O)N2CCCCC2)cc1)c1cccnc1Cl,-15%,.,38%,-15%,?,.,-1%,10%,?
COc1ccc(C(=O)NCC(=O)N/N=C/c2cn[nH]c2-c2ccccc2)cc1,-5%,?,1%,-13%,39%[59 µM],-3%,-10%,-5%,63%[activator]
CCOc1cc(C2C(C(=O)Nc3ccccc3)=C(C)Nc3ncnn32)cc(Br)c1O (configuration not stated),-11%,-1%,.,79µM*,10µM*,-1%,?,-3%[60.1 µM],34%[activator]
O=C1NC(=O)N(C2CCCCC2)CC1Br (configuration not stated),-17%,.,.,.,.,.,-14%,-8%,33%[activator]
COc1ccc(C2CC(c3cccs3)n3nc(N)nc3N2)cc1 (configuration not stated),0%,2%,2%,12%,16%[59 µM],-16%,-6%,-22%,4%
Cc1ccccc1C(=O)NNC(=O)c1cc(S(=O)(=O)N2CCOCC2)ccc1C,-6%,.,2%,7%,18%[12.7 µM],.,-3%,-12%,-4%
Cc1cc(=O)n(Cc2ccccc2)c2c(C)cccc12,-8%,2%,-18%,67%[activator],158%[activator],-3%,115%[activator],-1%,17%
CSc1nnc(NC(=O)c2nc(S(=O)(=O)Cc3cccc(C)c3)ncc2Cl)s1,0%,12%,80%[activator],4%,4.5µM*,-5%,?,3%,?
CCOc1ccccc1NC(=O)CCC(=O)Nc1nnc(C2CCCCC2)s1,-8%,9%,44%,-33%,?,0%,-11%,1%,-17%
Cc1ccc(S(=O)(=O)Nc2nc(-c3ccccc3)cs2)cc1,11%,6%,6%,?,?,-3%,-33%,-1%,85%[activator]
CCOc1ccc(NC(=O)c2oc3ccccc3c2NC(=O)c2c(F)cccc2F)cc1,?,-1%,.,24%,45%[activator][59 µM],-6%,-8%,-6%,25%
O=C(Nc1ccc(Cl)c(S(=O)(=O)N2CCOCC2)c1)c1cc(-c2ccccn2)nc2ccccc12,-16%,27%,-11%,?,-25%,-7%,?,0%,19%
O=S(=O)(NCCNc1ncc(C(F)(F)F)cc1Cl)C(F)(F)F,-22%,1%,-1%,3%,8%,-4%,8%,1%,71%[activator]
Cc1[nH]c2ccccc2c1C(=O)COc1ccccc1,-6%,-12%,-2%,-11%,-30%,-5%,-11%,-4%,12%
CCc1ccccc1NC(=O)CCCN1C(=O)CCn2nc(-c3cn(C)c4ccccc34)cc21,0%,-20%,.,1%,6%[59 µM],2%,-8%,1%[60.1 µM],-4%
CCCCN(C(=O)CCC(=O)Nc1cc(C)on1)C(C(=O)NC1CCCC1)c1cccc(OC)c1 (configuration not stated),-2%,0%,-8%[12.4 µM],0%,1%[59 µM],1%,-2%,-31%,?
O=C(Cc1ccccc1)NCCCN1CCN(CCCNC(=O)Cc2ccccc2)CC1,-15%,32%,5%,6%,7%[12.7 µM],-7%,-3%,1%,44%[activator]
C/C=C(\C)C(=O)NCCN1C2=NC[C@H](Cc3ccccc3)N2C[C@@H]1Cc1ccc(OC)cc1,-11%,.,.,.,.,.,-23%,8%,8%
O=C(CC1C(=O)NCCN1C(=O)Nc1ccc(F)cc1)Nc1ccc(F)cc1 (configuration not stated),1%,12%,12%,-1%,1%[59 µM],-3%,-7%,-12%,85%[activator]
CC(=O)N1CCC(N(C(=O)Nc2ccc(Cl)cc2)C(C)C)CC1,-6%,33%,-1%,-5%,5%,1%,-13%,-1%,27%
Cc1ccc(-c2nc(SCC(=O)c3c(N)n(C)c(=O)n(C)c3=O)n[nH]2)cc1,18%,36%,8%,0%,18%[12.7 µM],-5%,-5%,-4%,15%
CSc1cccc(NC(=O)C2CCN(c3nc4ccccc4[nH]3)CC2)c1,-13%,-3%,.,-20%,-31%[59 µM],-1%,-21%,-3%[60.1 µM],14%
NC(=O)Nc1ccccc1C(=O)N1CCC(O)(c2ccc(Cl)cc2)CC1,5%,2%,2%,1%,24%,5%,-10%,-4%,36%[activator]
Cc1cc(F)ccc1S(=O)(=O)Nc1ccc(C(=O)N2CCCCCC2)cc1,-8%,.,15%,5%,0%[12.7 µM],.,-19%,-15%,10%
CC(=O)c1c(C)nn(CCC(=O)O)c1C,?,9%,-3%,-3%,-41%,-1%,40µM*,-17%,5%
C/C=C1\COC(C(=O)NCc2cccc(OC)c2OC)(C(F)(F)F)C=C1C=C(C)C (configuration not stated),.,.,9%,.,.,-3%,-4%,-12%,1%
